# High-throughput results from PubChem.
# FLuc stim CS: affects firefly luciferase, flagging false hits in luciferase stimulation screens. P08659. activation factor at 10 µM. AID 1027. 200,000 tested, under 10 active. ATPlite luciferase biochemical, luminescence, 10 min; 0 = ATP-free wells, 1 = DMSO control;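 active = luciferase activation factor, scaled between plate controls, of at least 2 with compound at 10 µM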
# Target sequence (P08659 whole entry, looked up): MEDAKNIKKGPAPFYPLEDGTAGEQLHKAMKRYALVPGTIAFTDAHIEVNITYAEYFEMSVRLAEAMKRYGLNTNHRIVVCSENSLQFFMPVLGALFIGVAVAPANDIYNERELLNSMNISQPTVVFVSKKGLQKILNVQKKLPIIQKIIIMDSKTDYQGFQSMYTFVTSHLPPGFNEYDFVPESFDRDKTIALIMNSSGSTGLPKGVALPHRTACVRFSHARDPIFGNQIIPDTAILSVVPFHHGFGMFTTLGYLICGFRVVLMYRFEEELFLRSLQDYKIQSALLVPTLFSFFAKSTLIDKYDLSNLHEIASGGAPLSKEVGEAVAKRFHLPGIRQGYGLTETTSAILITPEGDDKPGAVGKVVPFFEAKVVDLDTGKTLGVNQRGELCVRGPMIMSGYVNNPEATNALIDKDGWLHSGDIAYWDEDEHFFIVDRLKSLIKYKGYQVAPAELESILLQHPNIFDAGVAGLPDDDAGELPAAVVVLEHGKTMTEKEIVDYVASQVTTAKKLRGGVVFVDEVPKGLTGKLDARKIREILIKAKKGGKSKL
#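 System: luciferase plus luciferin reagent, cell-free; medium: PBS as buffer for the ATP substrate; dosing: test compounds dosed from 2 mM stocks in 100% DMSO; timing: 10 min post-reagent at room temperature; measured by: luminescence measurement of luciferase light output; evaluation: luciferase activation, seen as luminescence increase over controls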
# APP 5UTR inh: APP translation inhibition. SH-SY5Y APP 5'UTR-luciferase reporter, luminescence. inhibition, % at 2 µM. 190,000 tested, 0.82% active. AID 1285;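 active = inhibition above a set limit, derived from the sample mean plus 3 SD, cut at about 45% in these data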; also: values of inactives mirror those of a sister screen read the other way
# Efa HMGR inh: E. faecalis class II HMG-CoA reductase inhibition; purified E. faecalis HMGR, NADPH absorbance 340 nm kinetic; inhibition, % at 10 µM; 190,000 tested, 0.41% active; AID 1066;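 active = inhibition above a set limit, the median over all tested compounds plus 3 SD, cut at about 9.5% in these data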;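 also: enzyme runs in reverse so mevalonate oxidation gives rising NADPH absorbance; 0% = complete reaction with DMSO and 100% = background rate lacking mevalonate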
# NF-kB expr up: raises NF-kB expression in human neuronal cells; NF-kB reporter expression; active compounds read high; fold change at 12.5 µM; 190,000 tested, 1.6% active; in the data active = fold change above about 3.3
# Redox H2O2 prof: compounds producing H2O2 with reducing agent – biochemical, NIH compound library profiling, artefact control for MLSCN library redox annotation, primary screen. DTT-dependent redox cycling H2O2, phenol red/HRP absorbance; 100% = 100 µM peroxide control, 0% = buffer. activation, % at 10 µM. 200,000 tested, 0.03% active. AID 878;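 active = activation of at least 50% relative to the plate's high and low controls in the primary single-dose screen; inactive = activation below 50%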;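 also: compound incubated with DTT at 0.8 mM final as the reducing agent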
# STAT1 activator: increases IFN-gamma driven STAT1 reporter signal; NIH 3T3 STAT1-luciferase reporter, luminescence; 100% = IFN-gamma alone, no compound; activation (% of control), % at 5.5 µM; 200,000 tested, 2.6% active; AID 932;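 active = activation above the screen-wide mean activation plus 3 SD, cut at about 130% in these data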;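 also: raw ratio to IFN-gamma control signal so 100% means no change and 0% no light; values of inactives mirror those of a sister screen read the other way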
# Hsp70 act: Hsp70 transcriptional activation, primary screen; HeLa Hsp70 promoter luciferase reporter, luminescence; scaled: vehicle 0, proteasome-inhibitor control 100%; activation, % at 10 µM; 200,000 tested, 0.04% active; AID 1203;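 active = activation above the mean across all tested compounds plus 3 SD, cutoff set per campaign, cut at about 5.5% in these data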;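 also: 100% = MG132 at 30 µM as the positive control and 0% = DMSO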
# G6PDH counter: L. mesenteroides G6PDH inhibition counter-screen; 200,000 tested, 0.12% active; inhibition, % at 5 µM; Purified L. mesenteroides G6PDH, diaphorase/resazurin coupled fluorescence, 45 min; in the data active = inhibition above about 50%
# FLuc inh counter: inhibits firefly luciferase, flagging false hits in luciferase inhibition screens | P08659 | 200,000 tested, 1.5% active | inhibition, % at 10 µM | ATPLite firefly luciferase biochemical luminescence, 10 min;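 active = inhibition above about 50% when tested at 10 µM, limit read from the data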
# APP 5'UTR act: APP 5'UTR luciferase reporter activation; SH-SY5Y APP 5'UTR luciferase reporter, luminescence; zero percent = DMSO vehicle wells; activation, % at 2 µM; 190,000 tested, 1% active; AID 1276;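 active = activation above a set limit, based on mean plus 3 SD of controls, cut at about 140% in these data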; also: values of inactives mirror those of a sister screen read the other way
# * marks the source's active call; other numbers are inactive results; x = no result given.
# Preview:
SMILES,FLuc stim CS,APP 5UTR inh,Efa HMGR inh,NF-kB expr up,Redox H2O2 prof,STAT1 activator,Hsp70 act,G6PDH counter,FLuc inh counter,APP 5'UTR act
CCOC(=O)c1ccc(N/N=C/c2cc(Br)cc([N+](=O)[O-])c2O)cc1,0.6,10,0,1.1,-0.6,98,-0.2,8,42,-10
CCOC(=O)c1ccc(NC(=O)CCc2nc(-c3ccc(Cl)cc3)no2)cc1,1,6,-1,0.85,0.7,86,-0.4,-4,1,-6
Cc1cccc(NC(=O)CSc2ccc(C(N)=O)cc2[N+](=O)[O-])c1C,1,-16,0,1.4,x,101,-0.1,8,-4,16
Cc1ccc(/C=N/NC(=O)c2nnn(-c3nonc3N)c2CSc2ccc(Cl)cc2)cc1,1.1,-2,5,0.99,-0.3,96,0.2,1,-8,2
Cc1ccc(S(=O)(=O)N(CC(=O)O)Cc2ccccc2)cc1,1,-2,-1,1.1,1.9,96,-0.3,2,-4,2
COc1cc(/C=N\NC(=O)OC(C)(C)C)ccc1OC(=O)c1ccco1,1,3,2,1.4,-0.5,110,0.0,7,2,-3
COc1ccc(S(=O)(=O)N2CCOCC2)cc1NC(=O)CSc1nnc(C2CC2)n1N,1,-13,-5,1,-2.5,97,-0.1,-2,0,13
Cc1ccccc1CN(CC(=O)Nc1cccc([N+](=O)[O-])c1)S(=O)(=O)c1ccc(Cl)cc1,1.1,17,-5,0.8,0.0,97,-0.4,-10,-10,-17
CSc1nc(C)cc(C)c1C#N,1.1,12,5,0.89,2.4,104,0.0,3,-6,-12
Cc1cc(C)n(-c2nc3ccccc3n3c(C)nnc23)n1,1,-1,-5,0.93,-0.7,99,-0.3,5,0,1
O=C(Cc1n[nH]c(=O)[nH]c1=O)N/N=C/c1cccc(O)c1,1,-8,4,1.2,0.3,104,-0.2,-1,-1,8
O=C1CC2(CCCC2)CC(=O)N1c1ccccc1,1,-21,1,1.2,-1.5,102,-0.4,5,1,21
Cc1cc(C)cc(-n2cc(C(=O)O)c(=O)cc2C)c1,1,-29,2,1.1,-0.7,99,-0.3,7,-4,29
COC(=O)c1sc(S(=O)(=O)N2CCN(c3ccc(OC)cc3)CC2)c(C(=O)OC)c1C,1,12,-7,0.99,-0.2,96,-0.3,9,-2,-12
O=C(CNC1CCCCC1)NN=C(c1ccccc1)c1ccccc1,1.1,3,3,1.1,-0.1,86,-0.3,10,-10,-3
CN1CCN(S(=O)(=O)c2ccc(N3CCN(C(=O)c4ccccc4)CC3)nc2)CC1,1,-2,1,1.2,0.5,100,0.3,4,-2,3
CCOC(=O)c1sc(NC(=O)CSc2nnc(-c3ccco3)o2)c(C(=O)OCC)c1C,1,-12,-6,1.2,-3.7,85,-0.2,5,-4,12
Cc1ccc(S(=O)(=O)c2c(C)cc(C)nc2Oc2cccc(C)c2C)cc1,1,-9,5,1,0.4,99,-0.2,1,-2,9

# Results, from the start:
SMILES,FLuc stim CS,APP 5UTR inh,Efa HMGR inh,NF-kB expr up,Redox H2O2 prof,STAT1 activator,Hsp70 act,G6PDH counter,FLuc inh counter,APP 5'UTR act
CCOC(=O)c1ccc(N/N=C/c2cc(Br)cc([N+](=O)[O-])c2O)cc1,0.6,10,0,1.1,-0.6,98,-0.2,8,42,-10
CCOC(=O)c1ccc(NC(=O)CCc2nc(-c3ccc(Cl)cc3)no2)cc1,1,6,-1,0.85,0.7,86,-0.4,-4,1,-6
Cc1cccc(NC(=O)CSc2ccc(C(N)=O)cc2[N+](=O)[O-])c1C,1,-16,0,1.4,x,101,-0.1,8,-4,16
Cc1ccc(/C=N/NC(=O)c2nnn(-c3nonc3N)c2CSc2ccc(Cl)cc2)cc1,1.1,-2,5,0.99,-0.3,96,0.2,1,-8,2
Cc1ccc(S(=O)(=O)N(CC(=O)O)Cc2ccccc2)cc1,1,-2,-1,1.1,1.9,96,-0.3,2,-4,2
COc1cc(/C=N\NC(=O)OC(C)(C)C)ccc1OC(=O)c1ccco1,1,3,2,1.4,-0.5,110,0.0,7,2,-3
COc1ccc(S(=O)(=O)N2CCOCC2)cc1NC(=O)CSc1nnc(C2CC2)n1N,1,-13,-5,1,-2.5,97,-0.1,-2,0,13
Cc1ccccc1CN(CC(=O)Nc1cccc([N+](=O)[O-])c1)S(=O)(=O)c1ccc(Cl)cc1,1.1,17,-5,0.8,0.0,97,-0.4,-10,-10,-17
CSc1nc(C)cc(C)c1C#N,1.1,12,5,0.89,2.4,104,0.0,3,-6,-12
Cc1cc(C)n(-c2nc3ccccc3n3c(C)nnc23)n1,1,-1,-5,0.93,-0.7,99,-0.3,5,0,1
O=C(Cc1n[nH]c(=O)[nH]c1=O)N/N=C/c1cccc(O)c1,1,-8,4,1.2,0.3,104,-0.2,-1,-1,8
O=C1CC2(CCCC2)CC(=O)N1c1ccccc1,1,-21,1,1.2,-1.5,102,-0.4,5,1,21
Cc1cc(C)cc(-n2cc(C(=O)O)c(=O)cc2C)c1,1,-29,2,1.1,-0.7,99,-0.3,7,-4,29
COC(=O)c1sc(S(=O)(=O)N2CCN(c3ccc(OC)cc3)CC2)c(C(=O)OC)c1C,1,12,-7,0.99,-0.2,96,-0.3,9,-2,-12
O=C(CNC1CCCCC1)NN=C(c1ccccc1)c1ccccc1,1.1,3,3,1.1,-0.1,86,-0.3,10,-10,-3
CN1CCN(S(=O)(=O)c2ccc(N3CCN(C(=O)c4ccccc4)CC3)nc2)CC1,1,-2,1,1.2,0.5,100,0.3,4,-2,3
CCOC(=O)c1sc(NC(=O)CSc2nnc(-c3ccco3)o2)c(C(=O)OCC)c1C,1,-12,-6,1.2,-3.7,85,-0.2,5,-4,12
Cc1ccc(S(=O)(=O)c2c(C)cc(C)nc2Oc2cccc(C)c2C)cc1,1,-9,5,1,0.4,99,-0.2,1,-2,9
COc1ccc(-c2ccc(-c3nc4c(c(=O)[nH]c(=O)n4Cc4ccccc4)n3C)o2)c([N+](=O)[O-])c1,1,28,-5,1.2,-0.1,91,-0.1,18,2,-28
Clc1ccc(OCc2nnc(-c3ccccc3Br)o2)c(Cl)c1,0.9,-51,-2,4*,-2.9,126,0.0,-1,8,51
Cn1c(CNC(=O)c2ccco2)nnc1SCC(=O)c1ccccc1,0.9,16,-8,1.2,0.8,99,-0.1,-4,5,-16
C/[N+]([O-])=C/c1c(OCc2ccc(Cl)cc2Cl)ccc2ccccc12,1.1,-22,-3,1,-0.6,112,0.0,12,-6,22
Cc1cccc(NC(=O)CCC(=O)OCC(=O)c2ccc(Oc3ccc([N+](=O)[O-])cc3)cc2)c1,1.1,-3,-5,0.86,0.8,103,-0.3,-2,-6,3
Cc1ccnc(SCC(=O)Nc2oc(-c3ccccc3)c(-c3ccccc3)c2C#N)n1,1,-4,-3,1.2,3.2,105,-0.2,-27,-4,4
O=c1[nH]c(-c2ccccc2F)nc2c1sc(=S)n2Cc1ccccc1,1.1,-9,-5,1.2,0.0,115,-0.2,-5,-7,9
Cc1cccc(NC(=O)COC(=O)Cc2cccc(C(F)(F)F)c2)c1C,1.1,-14,3,0.97,0.1,101,-0.1,-2,-5,14
COCCCNC(=O)COc1ccc(Cl)c(C)c1,1,7,1,1.2,-2.3,106,0.4,2,-1,-7
CCn1c(Cc2ccccc2)nnc1SCc1cccc(C(=O)O)c1,1.1,-4,-1,1.1,0.5,102,-0.2,5,-6,4
Cc1nnc(NC(=O)c2ccc(-c3cccc(C(F)(F)F)c3)o2)s1,1.1,8,2,1,2.4,101,-0.4,-4,-7,-8
CCCc1nnc(NC(=O)c2cc(OC)cc(OC)c2)s1,1,-2,-2,1.2,-0.1,94,-0.5,7,-1,2
COC(=O)C(CC(C(=O)OC)C(=O)OC)C(=O)OC,1,2,0,1.1,-0.5,102,-0.2,2,-3,-2
Cn1c(=O)c2cc(S(=O)(=O)NCCC(=O)NC3CCCCCCC3)ccc2n(C)c1=O,1.1,9,-2,1,-0.5,99,0.0,5,-7,-9
O=c1c2ccccc2n(Cc2cccc(F)c2)c(=O)n1C1CCCC1,1,3,3,0.74,-1.4,100,-0.1,1,-3,-3
Cc1ccc(-c2nnc3c4ccccc4c(C)nn23)cc1S(=O)(=O)N1CCN(CCO)CC1,1,2,0,0.8,-0.7,89,0.2,-20,-2,-2
c1ccc(Sc2cccc3ccccc23)c(CNC2=NCCN2)c1,1.1,-12,2,0.7,0.1,82,-0.5,8,-5,12
FC(F)C(F)(F)C(F)(F)C(F)(F)c1cc(-c2ccccc2)n[nH]1,1.1,-25,-2,5.1*,-0.8,126,-0.2,10,-8,25
O=C(NCc1cn(-c2ccccc2)nc1-c1ccc(F)cc1)c1cccc([N+](=O)[O-])c1,1,-3,-7,0.82,1.5,96,-0.4,-22,1,3
Cn1ccnc1SCC(=O)Nc1ccccc1,1,-13,-1,1.1,0.8,98,0.1,2,-4,13
Cc1ccccc1OCC(=O)Nc1ccc(N2CCN(C(=O)C(C)C)CC2)c(Cl)c1,1.1,0,-4,0.35,-0.2,93,-0.4,8,-6,0
O=C(/C=C\c1ccco1)Oc1cccc2cccnc12,1,-1,-3,0.7,-0.8,101,0.5,14,-2,1
O=C(O)C1CC(c2cccc(Br)c2)=NO1 (centres undefined),1,33,-5,1.1,3.2,99,1.2,-17,-3,-33
O=C(CSc1nc(-c2ccc(F)cc2)cs1)NC(=O)NCc1ccco1,1.1,1,-6,1,-1.1,102,0.0,22,-8,-1
COc1ccc(CCNC(=O)CCN2C(=O)C(C)Oc3ccc(C)cc32)cc1OC (centres undefined),1.1,6,1,0.91,0.6,92,-0.2,-1,-11,-6
COc1ccccc1NC(=O)COn1nnc2ccc(S(=O)(=O)N3CCOCC3)cc21,1,-8,-4,0.86,-1.1,101,1.9,-1,-4,8
O=C(Cn1[nH]c(=O)c2ccccc2c1=O)OCC(=O)N1CCCc2ccccc21,1.2,8,-5,1.2,-2.4,103,0.2,9,-17,-8
COc1cc(C(=O)OCC(=O)Nc2c(F)c(F)c(F)c(F)c2F)cc(OC)c1OC,1.1,0,-1,1.4,-6.4,93,-0.2,6,-6,0
CCC(C)(C)NC(=S)Nc1ccccc1C,1,-2,1,1.2,-2.5,100,0.0,3,-5,2
O=C(Cn1cnc2c(nnn2-c2cccc(Cl)c2)c1=O)N1CCCC1,1.1,-4,2,1.2,-0.3,104,0.4,1,-5,4
C#CCOCCOCCOCCNc1nc(N2CCN(C(=O)[C@H](CCCCN)n3cc([C@@H](N)CO)nn3)CC2)nc(N2CCN(C(=O)[C@H](Cc3ccc(O)cc3)n3cc([C@@H](N)CC(C)C)nn3)CC2)n1,1.1,-6,-4,1.2,-0.1,93,-0.1,12,-9,6
Nc1ccc(C23CC4CC(CC(O)(C4)C2)C3)cc1,0.9,9,1,0.75,1.4,97,-0.1,0,12,-9
CCOc1cc(C=O)cc(Br)c1OCC(=O)NCCc1ccccc1,1.1,7,-2,0.86,-0.3,87,-0.2,1,-7,-7
